NCI-60 one-dose screen, 48 h, at 10 µM unless noted. Numbers give growth in % (100 = growth as untreated, 0 = no growth, -100 = all killed).
MDA-MB-435 = MDA-MB-435 melanoma; actives 7.8% (n = 82,000)
MCF7 = MCF7 breast cancer; actives 6.3% (n = 82,000); AID 1794796
SR = SR leukemia cells | actives 8.7% (n = 73,000) | AID 1794780
MDA-MB-231 = MDA-MB-231 breast cancer; actives 5% (n = 81,000)
MDA-MB-468 = MDA-MB-468 breast cancer | actives 8.5% (n = 78,000)
K-562 = K-562 leukemia; actives 7.4% (n = 78,000); AID 1794777
MOLT-4 = MOLT-4 leukemia cells. actives 6.9% (n = 80,000). AID 1794779
RPMI-8226 = RPMI-8226 leukemia cells | actives 7.5% (n = 77,000) | AID 1794781
Starred values were filed as active, the others as inactive; x = no result given; & = joins results of further samples; [ ] = dose if it differs, or a comment. Rule for the calls: active = growth percent below 10; inactive = the rest.

SMILES,MDA-MB-435,MCF7,SR,MDA-MB-231,MDA-MB-468,K-562,MOLT-4,RPMI-8226
NCCCNc1nc2c3c(sc2c(=O)[nH]1)CCCC3,112,94,91,95,105,91,92,95
Clc1ccccc1C=Nc1ccc2c(c1)Cc1cccc(N=Cc3ccccc3Cl)c1-2,101,80,x,81,112,x,89,106
CC(C(=O)N1CCN(c2cccc(Cl)c2)CC1)c1ccc(NS(=O)(=O)c2ccccc2)cc1 (stereo not drawn),96,81,109,76,85,70,64,60
O=[N+]([O-])c1ccccc1-c1ccccc1[N+](=O)[O-],95,116,85,108,101,80,87,95
O=C(Cn1nnc2ccccc21)N/N=C/c1cc2ccccc2[nH]1,103,90,87,93,118,84,93,98
OC(Cc1ccccc1)c1ccccc1 (stereo not drawn),100&107,101&100,117&101,93&115,98,91&107,109&101,143&109
ClC(Cl)=C(Cl)c1ccccc1,101,96,x,108,97,94,94,87
O=c1[nH]c2c(ccc3cnccc32)c2c1CCC2,-60*,-4.5*,x,2.8*,-61*,15,16,-31*
CCCCN(CCCC)Cc1cc(CN(CCCC)CCCC)c(O)c(CN(CCCC)CCCC)c1,101,95,97,106,87,90,97,90
O=C(Nc1cccc(C(F)(F)F)c1)Oc1ccc(Cl)c2cccnc12,28,61,-1.9*,23,-27*,16,-1.7*,-38*
CC1(C)CC[C@]2(C(=O)O)CC[C@]3(C)C(=CC[C@@H]4[C@@]5(C)C/C(=C/c6ccco6)C(=O)C(C)(C)[C@@H]5CC[C@]43C)[C@@H]2C1,-71*[100 µM],-8.4*[100 µM],22[100 µM],-78*[100 µM],-3.7*[100 µM],10[100 µM],2.2*[100 µM],0.3*[100 µM]
COc1cc2c(cc1OC)-c1ccc3cc4c(cc3c1N(CCN(C)C)C2)OCO4,40,4.6*,1.1*,-2.8*,-30*,2.7*,0.1*,-41*
Clc1ccc(-c2nnc(Cn3nnc4ccccc43)o2)cc1,98,91,96,95,112,93,93,104
NC(=O)c1c(NC(=O)c2ccc3c(c2)OCO3)sc2c1CCC1(C2)OCCO1,93,92,83,112,104,101,99,102
CC(c1ccccc1)N1CSc2nc3ncncc3n2C1 (stereo not drawn),24,5.4*,88,33,-0.8*,21,18,26
Cc1cc(C)cc(Nc2n[nH]c(-c3cccnc3)n2)c1,95,92,x,102,81,79,93,85
Nc1cccc(-c2ccc(C(=O)Nc3ccc(C(=O)O)cc3)o2)c1,101,89,113,98,111,104,105,106
COc1ccc(C2CC(=O)c3c(nc4ccc(Cl)cc4c3N)C2)cc1OC (stereo not drawn),99,85,90,92,100,89,102,74
CCCCNC(=O)C(=O)NCCCC,104,94,x,x,102,108,129,106
c1coc(CNc2ccnc(Nc3ccc(OCCN4CCCCC4)cc3)n2)c1,96,71,61,83,x,28,81,71
Cc1ncc(CO)c(C(=O)O)c1O,106,99,87,103,108,93,83,131
CC(=O)n1nc(C(=O)OCc2ccc(C)cc2)c2ccccc21,106,90,114,97,103,102,101,104
Nc1cc2c(cc1Br)-c1cc(Cl)ccc1C2=O,117,58,x,80,x,93,88,89
CCC/C=C/C=N/N1C(=S)N(C2CCCCC2)[C@]23OC(N)=C(C#N)[C@]12C(=O)c1ccccc13,77,30,61,89,87,49,65,56
Cc1ccc(-c2cc(-c3ccccc3Br)[nH]c(=O)c2C#N)s1,103,92,107,97,101,97,103,83
Nc1cc(=O)n(Cc2ccccc2)c(=O)n1Cc1ccccc1,107,98,74,97,116,85,60,94
CCC(NC(=O)[C@H](CNC(=O)OCc1ccccc1)CC(C)C)C(=O)C(=O)NCc1cc(OC)cc(OC)c1 (stereo partly drawn),99,84,85,99,86,77,81,54
O=C1C(Cl)C(c2ccc([N+](=O)[O-])cc2)N1n1cnnc1 (stereo not drawn),99,93,x,99,98,103,101,93
Cc1ccc2c(c1)Nc1nc3nonc3nc1N2,104,94,81,107,103,92,96,97
COC(=O)c1ccc(C(C)C)cc1,100,93,103,113,110,116,101,100
CN1C(=O)/C(=C/c2ccc(C(=O)Nc3ncc(Cc4ccc(Cl)cc4)s3)cc2)SC1=S,-32*,56,43,58,25,38,47,61
Oc1c(C2=NCCc3sccc32)nc2n1CCc1sccc1-2,112,76,81,90,65,81,92,96
CCN1CC2=C(Nc3nc(SC)[nH]c(=O)c3C2c2ccc3c(c2)OCO3)/C(=C/c2ccc3c(c2)OCO3)C1 (stereo not drawn),106,101,100,94,97,90,84,87
O=C1/C(=C2\CCc3ccccc32)Cc2ccccc21,98,50,99,82,73,108,94,106
Cc1cc(=O)oc2cc(OCCOc3ccc(/C=C/C(=O)Nc4ccc(Cl)cc4)cc3)ccc12,103,97,93,99,124,103,110,106
c1ccc(C2=NN=C(N3N=C(c4cc5ccccc5o4)CC3c3c[nH]c4ccccc34)SC2)cc1 (stereo not drawn),103,67,77,75,100,89,87,95
COc1ccc(Nc2nc(N)nn2S(=O)(=O)c2cccs2)cc1,112,100,90,110,99,105,106,94
CCN(CC)c1ccc(-c2ccccc2)cc1,104,100,81,103,121,88,86,x
Oc1ccc(-c2nc3ccccc3s2)cc1CN(Cc1ccccn1)Cc1ccccn1,27,15,8.0*,25,14,12,2.9*,13
O=C(c1ccc([N+](=O)[O-])cc1)N(Cc1ccccc1)Cc1ccccc1,95,91,80,85,91,84,74,80
COc1ccc(/C(C)=C(\c2ccc(OCCN3CCOCC3)cc2)c2ccc(OC(=O)C3CCCCC3)cc2)cc1,105,75,112,111,116,89,117,98
COc1cc(/C(=C2/O[C@@H]([C@H](O)CO)[C@H]3OC(C)(C)O[C@@H]23)c2cccc(N)c2)cc(OC)c1OC,111,98,98,98,105,97,112,84
Cc1ccc(C)c2c1CCC(C)C2=O (stereo not drawn),103,103,96,106,119,x,90,107
Cc1cc(-c2nc3ccccc3s2)c(=O)n(NS(=O)(=O)c2ccccc2)c1C,103,87,110,80,91,105,106,108
CC(=O)Nc1cc2c(cc1Cl)-c1ccccc1C2O (stereo not drawn),109,63,87,88,100,98,90,94
O=C(c1ccccc1)n1oc(=O)c2ccccc21,113,85,97,96,93,88,91,77
Cc1ccc(N2CCN(C(=S)Nc3ccccc3)CC2)cc1,107,102,x,107,99,98,85,94
CCOC(=O)c1coc(C(=O)OCC)c1C(=O)OCC,108,113,113,107,107,112,99,126
CC1=CC(C)(C)NC(=S)N1c1cccc(C)c1,110,105,85,116,101,x,96,103
CC(=O)Nc1ccc(-c2cn(-c3cccc(C(=O)Nc4ccc(N5CCN(C)CC5)cc4)c3)nn2)cn1,100,46,68,x,-9.9*,31,60,70
NC(=O)C1COc2ccccc2O1 (stereo not drawn),104,96,98,106,96,97,95,99
O=C1NC2(CCCCC2)C(=O)N1CO,106,97,109,107,x,105,113,94
CC(=O)[C@H]1[C@H](C)C[C@H]2[C@@H]3CCC4=CC(=O)CC[C@]4(C)[C@@]3(F)[C@@H](O)C[C@@]21C,99,94,109,81,102,87,88,61
CCCCCCCCCC(=O)c1ccc(O)c(O)c1O,79,74,x,75,x,66,71,62
O=C(CN1C(=O)/C(=C/c2ccc(F)cc2)SC1=S)N1CCOCC1,101,86,89,93,89,77,98,89
CCOC(=O)c1c(C)nc2ccccc2c1/C=C/c1ccc(Cl)cc1,75,64,57,79,37,40,41,45
c1ccc(-c2c[nH][nH]c3ncnc4ncn2c43)cc1,99,88,93,86,101,101,98,100
Cc1c(C(=O)NCCc2ccc(N3CCCC3)cc2)nn(-c2ccc(Cl)cc2Cl)c1-c1ccc(Cl)cc1,82,71,61,84,57,55,64,54
COc1cccc(OC)c1-c1nnn(C)c1C(=S)N1CCN(c2ccc(C#N)cc2Cl)CC1,103,91,99,88,96,97,92,100
CCCCC1(CO)NC(=O)NC1=O (stereo not drawn),107,95,93,117,103,95,96,113

Entries from the list above that contain bromine:
SMILES,MDA-MB-435,MCF7,SR,MDA-MB-231,MDA-MB-468,K-562,MOLT-4,RPMI-8226
Nc1cc2c(cc1Br)-c1cc(Cl)ccc1C2=O,117,58,x,80,x,93,88,89
Cc1ccc(-c2cc(-c3ccccc3Br)[nH]c(=O)c2C#N)s1,103,92,107,97,101,97,103,83

Part of the list above in order of length of the SMILES, lowest first:
SMILES,MDA-MB-435,MCF7,SR,MDA-MB-231,MDA-MB-468,K-562,MOLT-4,RPMI-8226
ClC(Cl)=C(Cl)c1ccccc1,101,96,x,108,97,94,94,87
CCN(CC)c1ccc(-c2ccccc2)cc1,104,100,81,103,121,88,86,x
CCCCCCCCCC(=O)c1ccc(O)c(O)c1O,79,74,x,75,x,66,71,62
CC(=O)Nc1cc2c(cc1Cl)-c1ccccc1C2O (stereo not drawn),109,63,87,88,100,98,90,94
Cc1ccc(N2CCN(C(=S)Nc3ccccc3)CC2)cc1,107,102,x,107,99,98,85,94
Clc1ccc(-c2nnc(Cn3nnc4ccccc43)o2)cc1,98,91,96,95,112,93,93,104
CCOC(=O)c1c(C)nc2ccccc2c1/C=C/c1ccc(Cl)cc1,75,64,57,79,37,40,41,45
Nc1cccc(-c2ccc(C(=O)Nc3ccc(C(=O)O)cc3)o2)c1,101,89,113,98,111,104,105,106
O=C(c1ccc([N+](=O)[O-])cc1)N(Cc1ccccc1)Cc1ccccc1,95,91,80,85,91,84,74,80
COc1cc2c(cc1OC)-c1ccc3cc4c(cc3c1N(CCN(C)C)C2)OCO4,40,4.6*,1.1*,-2.8*,-30*,2.7*,0.1*,-41*
Clc1ccccc1C=Nc1ccc2c(c1)Cc1cccc(N=Cc3ccccc3Cl)c1-2,101,80,x,81,112,x,89,106
CN1C(=O)/C(=C/c2ccc(C(=O)Nc3ncc(Cc4ccc(Cl)cc4)s3)cc2)SC1=S,-32*,56,43,58,25,38,47,61
CC(C(=O)N1CCN(c2cccc(Cl)c2)CC1)c1ccc(NS(=O)(=O)c2ccccc2)cc1 (stereo not drawn),96,81,109,76,85,70,64,60
c1ccc(C2=NN=C(N3N=C(c4cc5ccccc5o4)CC3c3c[nH]c4ccccc34)SC2)cc1 (stereo not drawn),103,67,77,75,100,89,87,95
Cc1c(C(=O)NCCc2ccc(N3CCCC3)cc2)nn(-c2ccc(Cl)cc2Cl)c1-c1ccc(Cl)cc1,82,71,61,84,57,55,64,54
CCC(NC(=O)[C@H](CNC(=O)OCc1ccccc1)CC(C)C)C(=O)C(=O)NCc1cc(OC)cc(OC)c1 (stereo partly drawn),99,84,85,99,86,77,81,54
CCN1CC2=C(Nc3nc(SC)[nH]c(=O)c3C2c2ccc3c(c2)OCO3)/C(=C/c2ccc3c(c2)OCO3)C1 (stereo not drawn),106,101,100,94,97,90,84,87

Going on with the list:
SMILES,MDA-MB-435,MCF7,SR,MDA-MB-231,MDA-MB-468,K-562,MOLT-4,RPMI-8226
Oc1[nH]c(N=C2N=c3ccccc3=N2)c2ccccc12,90,60,50,71,58,67,x,16
CCCOC(=O)NCCOS(=O)(=O)c1ccccc1,98,102,114,99,106,99,106,97
CC(=O)N(c1ccccc1)c1nc(N(C(C)=O)c2ccc(S(N)(=O)=O)cc2)nc(N(C(C)=O)N(C(C)=O)C(C)=O)n1,106,93,103,92,104,96,99,100
CC1Cc2c(N(C)C)ncnc2N(C)c2ccccc21 (stereo not drawn),98,97,x,101,100,102,102,98
COc1cc2c(c(OC)c1OC)c(=O)c1ccc(OC)c(OC)c1n2C,105,x,100,108,112,91,86,114
CCOC(=O)c1c(C(=O)c2cn(C)c3ccc(OC)cc23)c(-c2cn(C)c3ccc(OC)cc23)n(NC(=O)OC(C)(C)C)c1C,77[100 µM],48[100 µM],56[100 µM],40[100 µM],68[100 µM],60[100 µM],45[100 µM],x
COc1cc(CC(=S)C(=O)O)ccc1O,107,105,114,93,103,109,95,108
CCCCNC(=O)Oc1ccc(/C(=C(/C)Cc2ccc(OC)cc2)c2ccc(OCCN3CCCCC3)cc2)cc1,68,27,-40*,88,60,-14*,34,32
Nc1ccnc(=S)[nH]1,105,96,97,101,116,103,111,115
Cn1c(=O)[nH]c(=O)c2[nH]c(CO)nc21,105,96,126,97,105,106,100,115
COc1cc2nc(-c3cnc(N(C)C)nc3)nc(NC3CCN(Cc4ccccc4)CC3)c2cc1OC,-84*,-65*,4.3*,-88*,-72*,-40*,-17*,-50*
CC(N)C#N (stereo not drawn),108,102,87,111,99,100,94,98
Oc1[nH]c2ccc(Cl)cc2c1/C=c1/cc2c(c(-c3ccc(C(F)(F)F)cc3)n1)=Nc1ccccc1-2,82,42,27,67,93,56,50,64
COc1ccc2cc(C(=O)N3CCC([C@@H](C)C(=O)NCc4ccc5c(c4)OCO5)CC3)[nH]c2c1,66[50 µM],47[50 µM],63[50 µM],34[50 µM],41[50 µM],77[50 µM],78[50 µM],47[50 µM]
